Compound activity: PubChem BioAssay, several laboratories
NR2E3 ag-1: activates human NR2E3 receptor. Q9Y5X4. CHO-S Gal4-NCOR/VP16-NR2E3 two-hybrid, luciferase. inhibition of corepressor binding, % at 3.98 µM. 360,000 compounds, 0.35% hits. AID 602229;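 active = inhibition above the mean of all tested compounds plus 3 SD, cut at about 70% in these data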;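 also: 0% = DMSO with NR2E3 transfected cells and 100% = cells lacking NR2E3 construct; higher means lower luciferase signal from less NR2E3 corepressor binding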
Target sequence (Q9Y5X4 whole entry, looked up, the tested form may be a part): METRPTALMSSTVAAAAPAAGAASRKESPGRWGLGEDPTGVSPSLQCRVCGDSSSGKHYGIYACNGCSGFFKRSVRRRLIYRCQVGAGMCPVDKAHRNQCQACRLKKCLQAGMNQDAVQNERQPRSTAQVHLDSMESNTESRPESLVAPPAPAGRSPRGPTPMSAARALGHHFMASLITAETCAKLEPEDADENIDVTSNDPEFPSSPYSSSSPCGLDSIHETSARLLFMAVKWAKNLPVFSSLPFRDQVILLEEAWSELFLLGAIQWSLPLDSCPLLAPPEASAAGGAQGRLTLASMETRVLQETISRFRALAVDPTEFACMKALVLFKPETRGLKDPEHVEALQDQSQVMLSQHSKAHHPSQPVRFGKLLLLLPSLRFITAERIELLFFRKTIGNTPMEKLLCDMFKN
Shn3 inh set2: Schnurri-3 reporter inhibition in Clone20 osteoblasts. Clone20 osteoblast Shn3 3'UTR firefly luciferase, 24 h. inhibition, % at 12.5 µM. 360,000 compounds, 0.52% hits. AID 588674;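 active = mean inhibition of at least 75% with every replicate also reaching 75%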;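 also: 0% = median of neutral control wells and 100% = pilot-screen positive control compound; some compounds past the cut are filed as inactive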
CaV13 FRET inh: Disruptors of the CACNA1D IQ motif to Ca2+-dependent inactivation inhibitor domain association, primary screening, Förster resonance energy transfer in intact living … | HEK cells, CFP/YFP FRET ICDI-IQ, plate reader, 10 min; percent FRET-ratio fall versus neutral wells | inhibition, % at 12.3 µM | 340,000 compounds, 0.098% hits | AID 743397;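 active = mean replicate inhibition of at least 30% and at least 1% of replicates passing that level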;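 also: 0% = median of the neutral control wells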
H9c2 protect: myocardial damage modulation in H9c2 cells. H9c2 cardiomyocytes, H2O2 injury protection, ATPLite, 2 h. protection from H2O2 cell death, % at 20 µM. 360,000 compounds, 0.63% hits. AID 588492;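 active = compounds giving at least 50% protection of heart cells from peroxide-induced death in the single-dose screen, raw or plate-pattern-corrected value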;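 also: 0% = DMSO wells with peroxide and 100% = DMSO wells without peroxide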
HIF-2a block: blocks HIF-2a reporter activity. 786-0 RCC cells HIF-2a reporter, luciferase luminescence, overnight. inhibition, % at 18.8 µM. 360,000 compounds, 0.72% hits;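 active = inhibition of the luminescence signal of 40% or more relative to plate controls, in a single-dose primary screen at 18.75 µM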
Peg3 promoter: Peg3 promoter activity inhibition. AID 588405. HeLa PEG-Prom luciferase reporter, luminescence, overnight. 360,000 compounds, 1.7% hits. inhibition, % at 20 µM;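 active = inhibition of at least 50% at 20 µM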
iPSC survival up: hiPSC single-cell survival enhancement. survival enhancement, % at 20 µM. ATPlite luminescence; 100% = ROCK inhibitor wells, 0% = DMSO. 360,000 compounds, 0.044% hits; in the data active = survival enhancement above about 18%;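 also: cells exposed to compounds for 16 hours before the ATP read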
PDI inh: blocks human protein disulfide isomerase activity. P07237. 350,000 compounds, 0.052% hits. PDI insulin aggregation turbidity, A650, 90 min. inhibition, % at 10 µM;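 active = mean inhibition across replicates of 30% or more, whatever share of single replicates reach that level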;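 also: absorbance from insulin aggregation driven by PDI reduction with DTT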
NR2E3 ag-2: agonists of human nuclear receptor NR2E3 | inhibition of corepressor binding, % at 4.78 µM | GST-NR2E3/biotin-RetCOR TR-FRET, 1536-well | AID 2300 | 320,000 compounds, 0.12% hits | Q9Y5X4;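 active = percent inhibition above the cutoff of mean plus 3 SD of all tested compounds, set per screening campaign, cut at about 20% in these data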;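 also: 0% = DMSO wells and 100% = biotin wells as full block of FRET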
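Test system – NR2E3–RetCOR corepressor complex · Quantity – NR2E3 fusion 1.35 nM · Buffer or medium – Tris pH 7.5 · Incubation – Compound–protein incubation for 5 h at 4 °C · Technique – TR-FRET, Eu(K)-anti-GST donor, streptavidin-D2 acceptor, ex 340, em 617/671 nm · Evaluation – percent inhibition of 671/617 nm emission ratio versus biotin and DMSO controls · Plate – 1536-well format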
TRPM1 prom inh: reduces MITF-dependent TRPM1 promoter luciferase signal; SK-MEL-5 TRPM1 promoter luciferase, 24 h; inhibition, % at 12.5 µM; 330,000 compounds, 0.83% hits;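 active = mean inhibition across replicates of 60% or more, whatever share of single replicates reaches that level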; also: values of inactives mirror those of a sister screen read the other way
HTR2A ag: agonists of mouse serotonin 5-HT2A receptor (HTR2A) | P35363 | CHO-K1 mHTR2A beta-arrestin complementation, luminescence; percent of 30 µM serotonin response | activation, % at 7.6 µM | 360,000 compounds, 0.66% hits | AID 624169;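 active = activation above a run cutoff, the mean activation of all tested compounds plus 3 SD, cut at about 14% in these data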;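 also: 0% = plate median of compound wells and 100% = 30 µM serotonin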
Target sequence (P35363 whole entry, looked up): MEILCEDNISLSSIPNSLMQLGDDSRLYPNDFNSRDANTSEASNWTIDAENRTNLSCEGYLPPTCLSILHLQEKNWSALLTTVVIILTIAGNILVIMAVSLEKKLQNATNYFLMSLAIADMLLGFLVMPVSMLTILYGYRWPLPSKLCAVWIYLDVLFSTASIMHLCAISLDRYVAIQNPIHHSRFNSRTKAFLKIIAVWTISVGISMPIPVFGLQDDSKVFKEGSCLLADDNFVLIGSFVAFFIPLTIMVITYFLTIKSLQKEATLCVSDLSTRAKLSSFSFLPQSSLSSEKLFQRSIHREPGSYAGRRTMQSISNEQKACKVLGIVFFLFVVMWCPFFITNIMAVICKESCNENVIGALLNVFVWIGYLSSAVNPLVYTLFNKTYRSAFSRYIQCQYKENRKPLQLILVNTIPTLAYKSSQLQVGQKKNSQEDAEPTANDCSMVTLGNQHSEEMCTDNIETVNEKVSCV
Active calls of the source: *; / = no result given.

SMILES	NR2E3 ag-1	Shn3 inh set2	CaV13 FRET inh	H9c2 protect	HIF-2a block	Peg3 promoter	iPSC survival up	PDI inh	NR2E3 ag-2	TRPM1 prom inh	HTR2A ag
CC1CC(C)CN(C(=O)CCNC(=O)c2ccccc2Cl)C1 (centres undefined)	-3	17	-5	1	2	-3	-0.3	2	/	-2	1
O=C(Nc1nc(-c2ccc(Cl)s2)cs1)c1cccs1	-114	-32	-7	-19	-295	-277	0.0	-5	10	-39	-6
COc1cccc(OCC(=O)Nc2cc(NC(=O)COc3cccc(OC)c3)cc(C(=O)O)c2)c1	-12	14	3	8	16	18	1.4	-15	3	1	-4
CSc1nsc(/C=C/Nc2ccc(F)cc2F)c1C#N	-22	16	/	3	2	3	-2.0	5	3	8	2
CN(C)C(CNC(=O)c1cc(S(=O)(=O)N(C)c2ccccc2)ccc1Cl)c1cccs1 (centres undefined)	1	-7	-6	5	8	17	0.2	7	2	4	1
CCOc1ccccc1N1CCN(CC(=O)NCCc2ccc(S(N)(=O)=O)cc2)CC1	2	4	-7	5	16	20	0.0	-2	2	8	1
Cc1nn(Cc2ccc(Cl)cc2Cl)c(C)c1NC(=O)Cn1nc([N+](=O)[O-])c(Cl)c1C	-3	22	-1	-24	16	31	-1.0	-3	6	-7	2
COc1cccc(-c2nnn(CC(C)=O)n2)c1	-57	-56	/	1	-135	-163	-1.5	-2	-4	-78	0
O=C(CN(Cc1ccc2c(c1)OCO2)C(=O)CNS(=O)(=O)c1ccccc1)NCC1CCCO1 (centres undefined)	5	-19	/	-2	16	20	-1.4	9	0	12	-3
NC(=O)c1sc(=S)n(-c2ccc(Br)cc2)c1N	-20	6	0	0	-95	-35	3.2	2	-2	6	10
O=C(Oc1cccnc1)c1ccc(Cl)cc1	-3	-6	-6	0	23	2	1.1	-2	4	-6	3
CC1CCCCC1NC(=O)c1cc(S(=O)(=O)N2CCCCC2)ccc1N1CCOCC1 (centres undefined)	-13	1	-5	-1	-6	4	0.0	-3	1	7	4
O=C(COC(=O)CNC(=O)c1ccccc1)Nc1cccc(Br)c1	5	-25	-4	5	13	14	1.2	6	2	3	-3
COc1ccccc1NC(=O)c1c(Nc2ccccc2C)sc(C(=O)Nc2cccc(Cl)c2)c1N	4	54	-19	-17	-19	45	-1.3	6	-3	57	0
CCC1(CC)NC(=O)N(CC(=O)OCC(=O)Nc2ccc(F)c(F)c2F)C1=O	-11	-1	-4	-6	18	6	-0.2	9	2	-6	-2
O=[N+]([O-])c1ccc(Sc2nc3ccccc3o2)c([N+](=O)[O-])c1	-20	98*	-8	-22	92*	97*	-5.0	-1	5	87*	2
C/C(N)=C(/C#N)C(=O)COC(=O)c1cc2c(s1)CCC(C)C2 (centres undefined)	16	-6	-6	-8	-64	-283	0.0	-1	-1	-25	3
COc1ccc(C(=O)COC(=O)c2cnc(C)cn2)cc1OC	-3	-4	-2	11	6	6	-1.0	-15	-1	8	6
CCCCCCC1CC(CSC(=N)N)OC1=O (centres undefined)	2	-16	-3	-14	8	-2	3.6	2	0	-6	-4
COC(=O)/C=c1/s/c(=C(/C#N)C(=O)N2CCOCC2)n(-c2ccccc2)c1=O	1	-10	-4	16	1	7	0.4	9	1	1	1
COc1ccc(C2C(C#N)=C(N)N(c3sc4c(c3C#N)CCCC4)C3=C2C(=O)CC(C)(C)C3)cc1OC (centres undefined)	-10	20	-35	14	25	26	1.1	8	-2	2	3
CC1CCc2c(C(=O)OCC(=O)Nc3cccc(S(=O)(=O)N4CCCCCC4)c3)csc2C1 (centres undefined)	-8	23	-15	-13	18	18	0.5	3	0	-1	-3
Cc1ccc(S(=O)(=O)N2CCN(C(=O)COC(=O)CCCOc3ccccc3)CC2)c(C)c1	-32	11	-2	-9	6	6	-0.5	-1	1	-6	3
CC(=O)N1CCN(C(=O)COc2ccc(N(C)S(=O)(=O)c3cccs3)cc2)CC1	26	-9	0	-3	11	-1	-0.3	-1	0	3	4
O=C(Cn1cc([N+](=O)[O-])cn1)Nc1ccc(Cn2cc(Br)cn2)cc1	-33	2	-3	-7	23	3	-0.2	2	-6	-3	-2
Fc1ccc(CNc2nc3ccccc3n3cnnc23)cc1	-8	15	-6	2	-1	1	-0.6	2	-29	-5	0
CCOC(=O)CSc1nc(-c2cccs2)nc2c1c(=O)n(C)c(=O)n2C	-14	-13	7	-1	12	-1	-1.3	/	3	/	4
Cc1cc(S(=O)(=O)NCc2ccco2)c(C)s1	13	/	/	9	13	3	-1.8	0	-4	0	3
O=C(CSc1nnc(COc2ccc(Cl)cc2)o1)Nc1nccs1	5	-25	-13	10	-14	-7	-3.0	14	/	/	-5
O=[N+]([O-])c1ccc(O)c(C2CCCCC2)c1	99*	-2	-11	-23	10	39	0.8	1	/	3	0
Cc1ccc2[nH]c3c(=O)n(CC(=O)NCc4ccco4)ncc3c2c1	-9	-11	-6	7	2	20	0.5	-9	0	1	3
COc1ccccc1N(CC(O)Cn1nc(C)cc1C)S(=O)(=O)c1ccccc1 (centres undefined)	-30	1	-4	4	6	0	-0.5	4	1	-4	-1
CCOC(=O)N1CCN(C(=O)CCCn2c(=S)[nH]c3ccccc3c2=O)CC1	-8	-11	-6	5	28	5	-0.6	1	3	2	0
COCCn1c(C)nnc1SCC(=O)NNC(=O)c1ccc(Cl)cc1	-13	4	-7	-7	6	-6	0.4	1	1	-12	4
Cc1ccc(OCC(=O)NCCCNC(=O)c2ccc(C)nc2)cc1	-15	-1	-7	6	14	-3	2.0	12	1	-10	7
CCCC1=[N+](CC(C)=O)CCn2c(C)ccc21	7	-5	-13	1	12	13	1.5	2	1	18	5
Nc1nc(SCC(=O)N2CCc3ccccc3C2)[nH]c(=O)c1-c1ccccc1	-33	-22	-6	4	-33	-9	-1.4	2	1	-1	10
CCOC(=O)N1CCC(N2CC34C=CC(O3)C(C(=O)Nc3ccc(C(C)C)cc3)C4C2=O)CC1 (centres undefined)	11	-2	-12	-6	-7	8	0.4	/	0	-4	0
Nc1ncnc2c1ncn2[C@@H]1O[C@H](C(=O)N[C@H](CO)Cc2ccc(O)cc2)[C@@H](O)[C@H]1O	-5	24	-5	0	5	3	2.2	/	/	/	-4
CCCc1nnc(NC(=O)c2ccc(S(=O)(=O)N(C)c3ccccc3OC)cc2)s1	12	6	-7	0	18	37	-0.1	-6	5	/	0
COc1ccc(NS(=O)(=O)c2cccc(-c3nnc(-c4ccccc4)o3)c2)cc1	-7	-10	-16	-3	-32	-9	-2.2	2	1	-2	2
CCC1(C)OC(=O)N2CCc3c(C)[nH]c4c(C)ccc(c34)C21C (centres undefined)	1	-10	-3	-1	12	19	0.0	/	1	/	10
CC(/C=C/c1ccc2c(c1)OCO2)=N\NC(=O)c1ccccc1	-97	-33	4	4	-52	-73	0.1	4	3	-30	4
CS(=O)(=O)N(CC(=O)Nc1ccccc1C(=O)N1CCOCC1)c1ccccc1	2	-13	0	5	9	4	-0.3	-2	3	5	5
CC1CN(S(=O)(=O)c2cc(C(=O)NC(C)c3cccnc3)ccc2Cl)CC(C)O1 (centres undefined)	-21	8	-15	1	8	14	0.4	4	/	11	-5
Cc1ccc(NC(=S)N(CCCN2CCCC2)Cc2cccn2Cc2ccc(Cl)cc2)cc1Cl	5	61	-2	-16	-14	98*	0.1	0	-3	-3	0
O=c1[nH]c(-[n+]2ccccc2)c(/C=N/N=C(\[O-])c2ccccc2)s1	-60	3	-2	3	12	1	-0.2	-4	-2	-3	-1
COc1cccc(/C=N\NC(=O)c2cc(OCC(F)(F)F)ccc2OCC(F)(F)F)c1	-13	4	-1	5	17	2	-2.6	-1	-2	12	-4
CCOc1ccccc1N1CCN(C(=O)c2cc(S(=O)(=O)N3CCCCC3)ccc2C)CC1	7	14	-6	5	-4	30	-0.6	2	1	5	-7
CN(C)c1ccc(/C=C(/NC(=O)c2ccccc2)C(=O)NCCCn2ccnc2)cc1	2	-4	/	2	-6	-14	0.3	2	-3	-12	-3
CCOc1ccc2[nH]c(=O)c(C(c3nnnn3Cc3ccco3)N3CCC(C)CC3)cc2c1 (centres undefined)	4	8	-3	2	12	5	0.4	2	1	17	0
Cc1cc(C)cc(OCC(=O)O/N=C(\N)c2ccccc2Cl)c1	-16	5	-4	-3	-58	-39	-0.3	1	0	-25	0
CC(NC(=O)Cn1cc(C(F)(F)F)ccc1=O)c1ccc(F)cc1 (centres undefined)	1	15	-6	-1	9	5	-0.1	-1	2	4	4
Cc1cccc(Cn2c(Sc3nc(C)cs3)nc3c2c(=O)[nH]c(=O)n3C)c1	-5	16	-5	4	6	-13	2.8	-5	1	-7	1
COc1ccc(NC(=O)C2CCCN(S(C)(=O)=O)C2)c(OC)c1 (centres undefined)	25	-10	-2	6	10	5	-0.2	-2	2	3	5
Cc1cc(=O)[nH]c2sc(C(=O)N3c4ccccc4CC3C)c(N)c12 (centres undefined)	35	-9	-5	-4	1	24	4.1	-3	/	7	6
Cc1ccc(C(=O)NCCC(=O)N2CCCC2)cc1	-11	-42	-5	-1	-191	-187	0.6	-7	-1	-38	1
CCc1nnc(NC(=O)c2ccc(COc3ccc(C)cc3)o2)s1	-13	1	/	-3	6	-4	1.1	-5	-3	-1	-1
COc1ccc(CNCCC(c2ccccc2)C2CCOC(C)(C)C2)cc1 (centres undefined)	-18	31	-2	-8	16	22	-1.1	-8	-2	-20	0
CC1CCCN(CCOCCOc2ccc(Br)cc2Cl)C1 (centres undefined)	-10	-6	-6	8	11	11	-0.5	-13	1	-11	-7
Cc1csc(C(C)N(C)C(=O)c2ccc(OC3CCN(Cc4ccccn4)CC3)cc2)n1 (centres undefined)	-11	24	-2	-6	8	13	-0.2	-18	0	5	0

Entries shown so far that have a cyano group:
SMILES	NR2E3 ag-1	Shn3 inh set2	CaV13 FRET inh	H9c2 protect	HIF-2a block	Peg3 promoter	iPSC survival up	PDI inh	NR2E3 ag-2	TRPM1 prom inh	HTR2A ag
CSc1nsc(/C=C/Nc2ccc(F)cc2F)c1C#N	-22	16	/	3	2	3	-2.0	5	3	8	2
C/C(N)=C(/C#N)C(=O)COC(=O)c1cc2c(s1)CCC(C)C2 (centres undefined)	16	-6	-6	-8	-64	-283	0.0	-1	-1	-25	3
COC(=O)/C=c1/s/c(=C(/C#N)C(=O)N2CCOCC2)n(-c2ccccc2)c1=O	1	-10	-4	16	1	7	0.4	9	1	1	1
COc1ccc(C2C(C#N)=C(N)N(c3sc4c(c3C#N)CCCC4)C3=C2C(=O)CC(C)(C)C3)cc1OC (centres undefined)	-10	20	-35	14	25	26	1.1	8	-2	2	3
